# Growth percent in the NCI-60 one-dose screen (48 h, 10 µM unless noted): 100 = growth as untreated, 0 = no growth, -100 = all killed.
# K-562 – K-562 leukemia; AID 1794777; 78,000 tested, 7.4% active
# MDA-MB-231 – MDA-MB-231 breast cancer | 81,000 tested, 5% active | AID 1794789
# MOLT-4 – MOLT-4 leukemia cells; 80,000 tested, 6.9% active
# SR – SR leukemia cells; 73,000 tested, 8.7% active
# BT-549 – BT-549 breast cancer; 78,000 tested, 4.4% active
# MCF7 – MCF7 breast cancer; 82,000 tested, 6.3% active; AID 1794796
# MDA-MB-468 – MDA-MB-468 breast cancer | 78,000 tested, 8.5% active
# MDA-MB-435 – MDA-MB-435 melanoma; AID 1794794; 82,000 tested, 7.8% active
# Numbers without * were called inactive; . = no result given; & = joins results of further samples; [ ] = remark or other dose. How the source made its calls: active means growth percent below 10; inactive means the rest.
SMILES,K-562,MDA-MB-231,MOLT-4,SR,BT-549,MCF7,MDA-MB-468,MDA-MB-435
COc1ccc(/C=C(\Cl)C(=O)Nc2ccccc2C(=O)O)cc1,95,97,102,94,110,100,104,106
Cc1ccc2c(c1)C(=O)N(NC(=O)c1ccc(S(N)(=O)=O)cc1)C2=O,104,110,105,103,112,97,116,101
COc1cc2c(c(OC)c1OC)C(=O)CC(c1cccc(NC(=O)[C@H](CC(C)C)NC(=O)OC(C)(C)C)c1)O2 (some centres undefined),69,79,71,70,111,75,85,99
CCOC(=O)c1cn2ncnc(Oc3ccc(NC(=O)NCCN4CCN(C)CC4)c(Cl)c3)c2c1C,11,72,57,-14*,78,65,45,41
CCCCCCCCCCCCCCCCCCOc1ccc(CC(=O)NCC[N+]2(C)CCCC2)cc1,93,98,96,94,104,91,120,105
CC(C)(O)C1CCCN1C(=O)c1ccccc1I (centres undefined),84,84,-68*,106,133,92,73,93
CCc1cccc(C(C)(C)C)c1NC(=S)/N=C/C(C(=O)c1ccccc1)=C(\O)c1ccccc1,95,105,95,83,91,91,108,100
COc1ccc(N=C(C)c2ccc(OC)cc2)cc1,62,92,72,76,69,95,98,96
COC(=O)C1=C(O)CC2CC(C(=O)OC)N3C(=O)COC123 (centres undefined),105,111,107,92,102,100,103,103
O=C1OC(c2ccc(F)cc2)CC1CN1CCOCC1 (centres undefined),113,105,102,.,96,98,96,109
CC(C)(C)c1cc(-c2cc(C(C)(C)C)nc(N)n2)nc(N)n1,98,.,121,.,97,96,100,105
O=C(/C=C/c1cccc(Oc2ccccc2)c1)c1ccc(Nc2nc(Nc3ccc(F)cc3)nc(Nc3ccc(Cl)cc3)n2)cc1,11,108,-36*,-15*,104,90,.,112
CCCCCOc1ccc(C(=O)OC)cc1,100,115,91,92,.,95,111,111
CCOC(=O)c1nc(Nc2ccc(NC(=O)Nc3ccccc3)cc2)c2ccccc2n1,86,88,81,88,95,87,125,101
C#Cc1cccc(NC(=O)C2CCCCN2C(=O)CCl)c1 (centres undefined),2.4*[8.25 µM],-62*[8.25 µM],-14*[8.25 µM],2.6*[8.25 µM],-56*[8.25 µM],-7.6*[8.25 µM],-60*[8.25 µM],-57*[8.25 µM]
COc1ccc(NS(=O)(=O)c2ccc(C)cc2)c([N+](=O)[O-])c1,93,96,96,100,104,100,87,111
Nc1nnc(-c2cncc(Br)c2)c(-c2c[nH]c3ccc(F)cc23)n1,83,74,88,82,75,73,101,109
CC(=O)c1ccc2c(c1)CCc1ccccc1-2,115,109,114,103,104,90,95,100
CN(c1ccccc1C(=O)O)S(=O)(=O)c1ccccc1,115,115,115,104,115,97,95,106
CC(C)(C)C(=O)Cc1ccncc1,99,111,99,93,97,96,116,103

# Structures from the list above that have a tert-butyl group, in the order listed:
SMILES,K-562,MDA-MB-231,MOLT-4,SR,BT-549,MCF7,MDA-MB-468,MDA-MB-435
COc1cc2c(c(OC)c1OC)C(=O)CC(c1cccc(NC(=O)[C@H](CC(C)C)NC(=O)OC(C)(C)C)c1)O2 (some centres undefined),69,79,71,70,111,75,85,99
CCc1cccc(C(C)(C)C)c1NC(=S)/N=C/C(C(=O)c1ccccc1)=C(\O)c1ccccc1,95,105,95,83,91,91,108,100
CC(C)(C)c1cc(-c2cc(C(C)(C)C)nc(N)n2)nc(N)n1,98,.,121,.,97,96,100,105
CC(C)(C)C(=O)Cc1ccncc1,99,111,99,93,97,96,116,103

# Later entries.
SMILES,K-562,MDA-MB-231,MOLT-4,SR,BT-549,MCF7,MDA-MB-468,MDA-MB-435
COc1ccc2oc(=O)cc(C3CC(=O)Oc4n[nH]c(C)c43)c2c1 (centres undefined),94,114,91,97,99,92,93,108
CCOC(=O)c1cnn(CC(O)c2ccccc2)c1NC(=O)c1cccc(F)c1 (centres undefined),95,100,98,103,91,101,113,99
COc1ccc2[nH]c(=O)c(CSc3ccccc3N)cc2c1,65,96,92,91,100,86,96,87
O=C1OC(COCC#Cc2ccccc2)CN1c1ccccc1 (centres undefined),89,100,93,93,102,97,93,107
O=C(/C=C/C12c3ccccc3C(c3ccccc31)C1C(=O)NC(=O)C12)c1ccc(Cl)cc1Cl (centres undefined),7.4*,19,-0.5*,2.7*,15,6.7*,24,0.0*
Oc1ccc(CSc2nnc(-c3ccc(Cl)cc3)n2-c2ccccc2)c2cccnc12,22,58,29,31,36,9.2*,15,17
NC(=O)C(=O)Cc1nc2ccccc2s1,105,106,99,104,122,99,97,108
O=C1NC(=O)C(Cc2ccccc2)(Cc2ccccc2)N1,108,98,90,104,90,96,104,96
CCCCCCCCCCCC(=O)NC(CCC(=O)O)C(=O)O (centres undefined),105,.,106,.,103,101,98,110
CC(C)C1=C[C@@]23CC[C@@H]4[C@](C)(CCC[C@]4(C)C(=O)N4CCOCC4)[C@H]2C[C@@H]1[C@H]1C(=O)CCC(=O)[C@H]13,92,96,87,80,88,102,105,99

# A few values from the entries so far:
# For K-562, CC(C)C1=C[C@@]23CC[C@@H]4[C@](C)(CCC[C@]4(C)C(=O)N4CCOCC4)[C@H]2C[C@@H]1[C@H]1C(=O)CCC(=O)[C@H]13 shows 92
# For MDA-MB-468, Oc1ccc(CSc2nnc(-c3ccc(Cl)cc3)n2-c2ccccc2)c2cccnc12 shows 15
# For MDA-MB-231, NC(=O)C(=O)Cc1nc2ccccc2s1 shows 106
# For MCF7, O=C1OC(COCC#Cc2ccccc2)CN1c1ccccc1 (centres undefined) shows 97

# (more compounds)
SMILES,K-562,MDA-MB-231,MOLT-4,SR,BT-549,MCF7,MDA-MB-468,MDA-MB-435
COc1ccc2nc(NC(=O)c3cccnc3Nc3ccc(Cl)cc3)sc2c1,60,83,76,72,.,59,78,95
CCCCCCCCCCCN(c1ccc(C(=O)OCC)cc1)S(=O)(=O)c1ccc(C)cc1,90,105,85,96,104,84,.,87
C#CCC(CC#C)(C(=O)OCC)C(=O)OCC,98,105,104,100,.,103,107,101
COC(=O)[C@]12CC[C@@H](C)[C@H](C)[C@@H]1C1=CC[C@@H]3[C@@]4(C)C(c5ncon5)=C[C@@](C)(CO)C4=CC[C@@]3(C)[C@]1(C)CC2,-21*,-49*,-43*,-16*,8.1*,-63*,-29*,-24*
COC(C)CCOC(=O)COc1ccccc1 (centres undefined),111,107,96,93,107,97,111,109
COc1cc(OCc2cccc(-c3ccc(C(O)c4nccs4)cc3)c2C)cc(OC)c1C=O (centres undefined),18,54,21,53,40,7.1*,-36*,31
O=C1c2cccnc2C(=O)c2c1c(C(=O)OCCCN1CCOCC1)c1ccccn21,-20*,14,0.1*,-2.2*,-39*,-39*,4.7*,-32*
Cc1cc(=O)oc2cc(OCCCCOc3ccc(/C=C/C(=O)Nc4ccc([N+](=O)[O-])cc4)cc3)ccc12,111,113,115,99,120,104,120,106
C/C(=C/CCC(C)[C@@H]1CC[C@]2(C)C3=C(CC[C@@]12C)[C@@]1(C)CCC(=O)C(C)(C)[C@@H]1CC3)C(=O)O (some centres undefined),-16*,-77*,-35*,-28*,-91*,-55*,-60*,-75*
CC1=CCC2CC1C2(C)C (centres undefined),98&102,97&96,96&96,91&97,69&72,92&98,.,94&98
Cc1ccc(S(=O)(=O)Nc2ccccc2)cc1,81,106,87,100,97,145,.,104
CCc1cc2n(n1)-c1ncc(C(=O)OC)cc1Oc1ccccc1-2,102,102,95,94,111,97,95,103
CCCCN(CCCC)C(C)=O,102,127,105,92,106,103,97,107
CC(=O)c1ccc(C)cc1,114,114,107,112,.,100,98,112
Nc1cccc(-n2c(COc3ccc(I)cc3)nc3ccccc32)c1,99&62,102&56,100&71,101&65,100&93,99&68,102&72,100&96
Cc1cc(C)c2c(n1)sc1c(Nc3ccc(OCc4ccccc4)cc3)ncnc12,95,109,101,95,102,93,101,107
O=C(Nc1ccc(S(=O)(=O)N2CCOCC2)cc1)c1ccc(CN2CCc3ccccc3C2)cc1,43,87,53,52,22,38,14,59
CCCCn1c(=O)c(/C=C/C(=O)/C=C(/C=C/c2cc3ccccc3n(CCCC)c2=O)OB(F)F)cc2ccccc21,95,111,91,92,97,93,107,105
CC1CCc2c(C(=O)Nc3ncc(Cc4cccc([N+](=O)[O-])c4)s3)csc2C1 (centres undefined),24,24,26,27,47,17,12,-42*
CNC(N)=S,104,115,98,96,99,93,94,113
Cc1c2cc[nH]c(=O)c2c(C)c2c1[nH]c1ccc(OC(=O)c3ccccc3)cc12,36,34,7.0*,4.3*,41,20,13,28
Cn1cc(-c2cc3nc(-c4c[nH]c5ccccc45)cc(N)n3n2)c2cc(Cl)ccc21,0.7*,-69*,-49*,-9.0*,-90*,-86*,-86*,-93*
CC12CCC(C(=N/O)/C1=N\O)C2(C)C (centres undefined),114,99,113,104,103,106,98,.
c1ccc(N=c2scc(-c3ccccc3)n2-c2cccc(-n3c(-c4ccccc4)csc3=Nc3ccccc3)c2)cc1,92,104,106,94,132,82,91,99
CCN1C(=O)N(CC)C2Nn3c(s/c(=C4\C(=O)N(C)c5ccccc54)c3=O)=NC21 (centres undefined),15,44,61,.,54,13,12,-60*
COC(=O)CNC(=O)c1cccc(-c2cc(=O)c3c(OC)c(OC)c(OC)cc3o2)c1,125,101,100,85,102,89,90,107
CC(C)=CCCc1cc(-c2cc(CCC=C(C)C)nc(N)n2)nc(N)n1,97,.,112,.,105,98,101,105
Fc1ccc(/C=C(/C2=NCCN2)n2ccc3ccccc32)cc1,94,100,96,91,102,86,102,97
Cn1c(=O)c2c(ncn2CCn2cc(COc3nc(OCc4cn(CCn5cnc6c5c(=O)n(C)c(=O)n6C)nn4)nc(OCc4cn(CCn5cnc6c5c(=O)n(C)c(=O)n6C)nn4)n3)nn2)n(C)c1=O,115,123,98,99,103,99,101,95
O=C(/C=C/c1sc(Cl)nc1Cl)c1ccc(Cl)cc1,16,92,31,.,94,49,79,100

# Compound profiles, as listed above. Order of values: K-562	MDA-MB-231	MOLT-4	SR	BT-549	MCF7	MDA-MB-468	MDA-MB-435
# CC(C)=CCCc1cc(-c2cc(CCC=C(C)C)nc(N)n2)nc(N)n1 is listed with 97	.	112	.	105	98	101	105
# COC(=O)CNC(=O)c1cccc(-c2cc(=O)c3c(OC)c(OC)c(OC)cc3o2)c1 is listed with 125	101	100	85	102	89	90	107

# (next part)
SMILES,K-562,MDA-MB-231,MOLT-4,SR,BT-549,MCF7,MDA-MB-468,MDA-MB-435
CCOC(=O)c1c(C)nc2c(c1N)CC(=O)N2Cc1ccc(OC)cc1,100,20,90,56,18,37,36,88
Cn1ncc(C(=O)O)c1-n1cnc2ccc(Cl)cc2c1=O,123,107,103,.,64,96,104,97
O=C1C2=C(Nc3cc([N+](=O)[O-])ccc3N2)OC1c1c2ccccc2cc2ccccc12 (centres undefined),22,66,8.2*,23,23,22,37,73
CCOC(=O)c1c(N)sc2c1CCCC2,77&121,84&126,48&105,89,66&103,88&100,87&121,93&111
CCO/C=C/C(=O)OCC,101,109,104,100,.,89,102,103
O=C1CCCC2=C1C(c1ccc3c(c1)OCCO3)n1ncnc1N2 (centres undefined),.,100,111,101,112,100,116,108
CCCn1cc2c(=O)nc3sc(Cc4ccccc4)c(C)n3c2n1,78,99,78,74,106,92,111,106
COc1ccc(-c2cc(-c3cccs3)c(C#N)c(=O)[nH]2)c(OC)c1,92,68,97,104,92,96,107,73
CCC(CC)(NC(=O)c1ccccc1)C(=O)O,106,110,119,108,100,94,85,97
CCOC(=N)CC(=O)Nc1cccc(C)c1Cl,.,89,.,.,103,89,91,99

# Compound activity: PubChem, NCI
